Autophagy HCS – modulators of autophagy; calls only at 10 µM (by protocol); 190,000 compounds, 0.98% hits; AID 463193; MEF GFP-LC3 puncta imaging; test concentration mostly 10 µM;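 active means percentage of spot-positive cells more than 3 SD above its plate mean, without a fluorescence outlier flag or 80% toxicity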;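 further: spot-positive cell cutoff set from DMSO-treated cells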
PMI inhibitors – MPI enzyme activity inhibition – biochemical, fluorescence intensity, coupled assay, primary screen (AID 1209) | purified PMI enzyme, coupled fluorescence intensity; higher % means a stronger effect | inhibition, % at 20 µM, or IC50 in µM where a hit was titrated | 190,000 compounds, 0.42% hits;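 further: plate controls were DMSO vehicle for no effect and wells lacking substrate for full effect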
human PMI inhibitors – MPI inhibition at elevated mannose 6-phosphate – biochemical, fluorescence intensity, high mannose 6-phosphate, primary screen (AID 1220). inhibition, % at 20 µM, or IC50 in µM where a hit was titrated. 190,000 compounds, 0.66% hits. recombinant PMI enzyme, coupled fluorescence intensity; higher % means a stronger effect
b-catenin transl – beta-catenin nuclear translocation modulation. nuclear translocation activity, % at 5 µM. AID 1665. HeLa beta-catenin nuclear translocation, immunofluorescence imaging. 190,000 compounds, 0.3% hits;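 active means nuclear translocation activity above 50% at 5 µM, with a well cell count of 50 or more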;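 further: per-cell ratio of nuclear to cytoplasmic median beta-catenin stain intensity; plate controls were DMSO negative control for no effect and GSK-3 inhibitor IX positive control for full effect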
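Read-out: Nuclear/cytoplasmic beta-catenin signal ratio, % activation | Assay system: Human HeLa cell line | Times: 24 h compound exposure at 37°C, 5% CO2 | Signal: Fluorescence imaging of beta-catenin antibody stain plus DAPI | Dosing: 5 µM primary, 0.02–20 µM confirmation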
T cell modulator – T cell immune modulators affecting CD8 T cell-vesicle binding; 2C CD8+ T cell-vesicle binding, flow cytometry; hits give low values; calls only at 7 µM; 330,000 compounds, 0.068% hits; AID 2052;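 active means response, share of CD8 T cells binding vesicles, and their 90th percentile fluorescence all below set limits, cut at about 80% in these data, passing the limit was not always enough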
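Also added: QL9-peptide-loaded Drosophila micro-vesicles bearing Ld, ICAM-1 and B7-1; Test system: purified 2C TCR transgenic mouse naive CD8+ T cells; Measured by: cytometric PE anti-B7-1 and Alexa647 anti-CD8 signals after 1% paraformaldehyde fixation; Timing: binding step 1.5 h, 37 °C, antibody labelling 20 min, ice.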
TNAP activation fold – stimulation of alkaline phosphatase TNAP activity – biochemical, luminescent, no phosphate acceptor, uHTS, primary screen (AID 1001). activation fold at 20 µM; hits with a dose series show EC50 in µM. purified TNAP, luminescent activation assay, no phosphate acceptor; higher activation fold means a stronger effect. 200,000 compounds, 0.03% hits; in the data active means activation fold from about 3, or a potency from the dose series; inactive means the rest, 99 in 100 with activation fold below about 1.6; further: many of its hits are not listed in these tables
MT stabilize HCS – microtubule stabilization, imaging screen. 200,000 compounds, 0.83% hits. AID 2205. % tubulin-high responders, % at 10 µM. HeLa tubulin immunostaining HCS, 24 h; share of cells brighter than vehicle mean+2SD;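 active means plate Z-score above 3 for both tubulin-high and condensed-nucleus cell shares, with cell loss under 80%, at 10 µM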;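 further: anti alpha tubulin signal scored within the nucleus-defined area of each cell; some results filed as inactive read as strong as hits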
Lipid droplet – modulators of hepatic lipid droplet formation. 240,000 compounds, 0.4% hits. inhibition, % at 6.5 µM. AML12 mouse hepatocytes, oleate lipid droplets, BODIPY imaging;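 active means lipid droplet intensity inhibited by at least 50%, with more than 500 cells counted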
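Assay system: AML12 mouse liver cells | Compound: 6.5 µM single-point dosing | Schedule: Overnight exposure | Technique: Fluorescence imaging, 20x objective, two fields per well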
Insulin prom up – MIN6 insulin promoter up-regulation. MIN6 insulin promoter-GFP reporter, high-content imaging; hits give high values. z-score at 5 µM. 190,000 compounds, 0.3% hits. AID 1625;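 active means z-score above 3 at 5 µM with at least 500 cells counted in the well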
Insulin prom up cell count – recorded beside Insulin prom up, whose call it bears; cell count; measured here: cytotoxicity, nuclei count;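 total cells summed across four imaged fields per well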
Lipid droplet cells 6.5 µM – also measured in Lipid droplet; calls as there; cell count; measured here: cell count, cytotoxicity flag;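 cells counted across two imaged fields per well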
b-catenin transl cell count 5 µM – further read-out of b-catenin transl, marked with its call; cell count; measured here: cell count, cytotoxicity flag
T cell modulator vesicle-bound % – second read-out of T cell modulator, no call of its own (marks repeat the call); double positive events, %; measured here: CD8+ vesicle-bound cell fraction;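 binding gate set so that unloaded-vesicle control wells show 10% double positive cells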
MT stabilize HCS Hoechst-high % – also measured in MT stabilize HCS; calls as there; % Hoechst-high responders; measured here: nuclear condensation Hoechst responders;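 share of cells brighter than vehicle mean plus two SD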
MT stabilize HCS cytotoxicity % – recorded beside MT stabilize HCS, whose call it bears; toxicity, %; measured here: cytotoxicity by cell density;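 0% = mean cell density of plate MIN control wells and 100% = no cells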
Autophagy HCS cell loss 18 h – recorded beside Autophagy HCS, whose call it bears; toxicity, %; measured here: cell loss, nuclei count;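 cell loss after 18 h compound exposure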
* hit, by the source's call; i = inactive; x = no result given. Unless noted, no stated cut-off is given here; in the data, active means inhibition above about 50%; inactive means the rest. Hits appear at their usual frequency (roughly 2.9% active in at least one column).

SMILES	Autophagy HCS	Autophagy HCS cell loss 18 h	PMI inhibitors	human PMI inhibitors	b-catenin transl	b-catenin transl cell count 5 µM	T cell modulator	T cell modulator vesicle-bound %	TNAP activation fold	MT stabilize HCS	MT stabilize HCS Hoechst-high %	MT stabilize HCS cytotoxicity %	Lipid droplet	Lipid droplet cells 6.5 µM	Insulin prom up	Insulin prom up cell count
Cc1cc(C(=O)OCC(=O)NCc2ccccc2)c(C)o1	i	3	-4%	-9%	-5.0	1078	i	32	1.2	2.6	1.5	1.3	-24	558	-0.44	1581
COc1ccc(-c2cc(CNC(=O)CN(C)Cc3ccccc3)on2)cc1	i	4	5%	4%	-3.4	1415	i	50	1.1	1.5	1.8	8.7	x	x	-0.03	1317
Nc1cc(C(=O)c2cccs2)ccc1Cl	i	-5	3%	4%	-1.1	1174	i	29	1.1	4.1	2.0	12	x	x	-1.5	920
COc1cc(OC)cc(C(=O)N[C@H](C(=O)OCC(=O)Nc2ccc(C(N)=O)cc2)C(C)C)c1	i	-7	1%	4%	x	x	i	38	1	2.2	2.5	2.2	26	646	-0.34	1224
O=C1c2cccc3cccc(c23)C(=O)N1/N=C/c1ccc(O)cc1O	i	2	-5%	-4%	-0.2	1031	i	30	1.3	3.3	1.5	2.6	-4	639	0.43	1246
CC(C)(C)NC(=O)NCC1CCCC1NC(=O)NC(C)(C)C (stereo not given)	x	x	x	x	-0.5	1297	i	57	x	x	x	x	-3	403	0.63	873
COc1ccccc1NC(=O)Cn1cnc2sc(C)c(S(=O)(=O)N3CCCCC3)c2c1=O	i	16	-8%	-12%	-2.5	587	i	7	1	2.9	2.2	12	-25	761	0.65	1338
C=CCNC(=O)c1cc(-c2ccc(Br)cc2)on1	i	19	-4%	-11%	-2.6	1116	i	9	1.2	6.4	1.8	5.4	x	x	-0.64	1403
COC(=O)CN(C#N)c1nc(NC(C)C)nc(OC)n1	i	3	-4%	-11%	-1.5	1297	i	56	1.1	3.5	1.9	9.0	-4	732	0.22	1241
N#Cc1nc(-c2cccs2)oc1NCCN1CCOCC1	i	12	15%	10%	x	x	i	40	1.1	4.9	4.4	2.1	x	x	x	x
CCOc1ccc(CCNC(=O)CN2CCN(Cc3ccc(F)cc3)C2=O)cc1OCC	i	10	2%	1%	x	x	i	12	1.1	1.6	1.1	10	69*	715*	-0.32	881
COc1cc(C2C(C#N)=C(N)Oc3cc(O)ccc32)cc2c1OCO2 (stereo not given)	i	-7	10%	27%	3.3	893	i	58	1.1	16*	44*	33*	x	x	0.32	1086
COc1ccc2nc(COC(=O)c3cccc([N+](=O)[O-])c3)c(C(C)=O)[n+]([O-])c2c1	x	x	x	x	0.7	1116	i	31	x	x	x	x	0	694	1.4	1427
CC(C)CCn1nnnc1CN1CCN(c2ccccc2)CC1	i	14	-7%	-11%	-0.1	1499	i	29	1	4.9	2.1	3.5	3	696	-0.25	1455
Cc1ccc(NC(=S)N2CCCC(c3ccccc3)=N2)cc1	x	x	x	x	1.0	1080	i	30	x	x	x	x	15	754	-0.41	1535
Cc1ccc(NC(=O)CSc2nc3ccccc3c(=O)n2CCCC(=O)NCCCN2CCOCC2)cc1C	i	30	-3%	0%	-0.6	1044	i	54	1.1	2.5	1.9	7.6	14	804	0.29	1226
CN1CCNC(=O)C1CC(=O)NCCC1=CCCCC1 (stereo not given)	i	7	12%	11%	-5.1	969	i	14	1.1	4.6	3.2	8.1	22	744	3.8*	1393*
NS(=O)(=O)c1ccc(NC(=S)NCc2ccc(Cl)cc2)cc1	i	-4	58%*	21%	x	x	i	52	1	3.3	1.8	11	x	x	x	x
CCOCC(=O)Nc1nnc(C)s1	i	5	8%	6%	-3.1	972	i	11	1.1	6.1	4.8	5.8	x	x	x	x
COc1ccc(OC)c(-c2cc(C(=O)Nc3c(C)nn(Cc4ccccc4Cl)c3C)no2)c1	i	24	10%	6%	-3.2	971	i	10	1.1	3.3	3.9	17	x	x	-2.7	1186
COc1cc(CCN2C(=O)c3cccc4cccc(c34)C2=O)c(S(=O)(=O)NCCO)cc1OC	i	2	9%	9%	0.2	1144	i	30	1	3.1	3.0	8.1	12	701	-2	1336
CC1CCc2cc(F)ccc2N1C(=O)C12CCC(C)(C(=O)O1)C2(C)C (stereo not given)	i	-31	-9%	-3%	-2.0	1070	i	54	1.1	3.4	1.8	0.3	-4	666	-0.22	1532
O=C(N/N=C/c1ccccc1C(F)(F)F)c1ccc(O)cc1	i	-4	6%	29%	-1.9	1102	i	30	1.2	5.3	1.7	6.3	7	671	-0.86	1618
Cn1c(=O)c2c(SC3CCCC3)nc(C3CC3)nc2n(C)c1=O	i	-1	4%	11%	x	x	i	20	1.1	5.4	2.4	5.4	x	x	-0.33	1016
CCN1C(=O)/C(=C/c2cccs2)S/C1=N\S(=O)(=O)c1ccc(C)cc1	i	0	8%	-4%	1.9	1138	i	44	1	3.8	2.7	3.3	-16	629	-0.33	1550
CCCCN(C)Cc1c(C)[nH]c2ccccc2c1=O	i	-5	4%	-5%	-0.1	1072	i	32	1.1	2.0	1.6	8.9	1	720	1.3	1433
CC1=Nc2cc(C(=O)O)ccc2Sc2ccc(Br)cc21	i	22	-10%	-9%	7.1	578	i	44	0.9	2.1	2.4	7.6	0	744	0.07	1231
CN1CCN(CCC(=O)N/N=C/c2cc([N+](=O)[O-])ccc2O)CC1	i	7	14%	-11%	-4.0	557	i	42	0.9	5.0	2.1	5.1	-13	721	0.4	1321
CCC(C)(C)NC(=O)C(c1ccccc1)N(Cc1cccnc1)C(=O)c1csnn1 (stereo not given)	i	-3	-5%	-4%	-1.8	533	i	42	1.1	2.9	2.1	5.0	11	710	x	x
CC1=C(C#N)C(c2ccc3ncccc3c2)C(C#N)=C(C)N1	i	-8	-12%	-19%	x	x	i	23	1	2.2	1.7	3.0	-3	680	-0.25	1209
O=C(c1ccc(Cl)cc1)N1CCCCC(Cl)C1=O (stereo not given)	i	5	-14%	-7%	3.7	927	i	45	1	1.5	2.6	2.7	-6	666	-0.17	1178
S=c1[nH]nc(-c2cccs2)n1/N=C/c1cn(-c2ccccc2)nc1-c1ccccc1	x	x	x	x	0.6	1391	i	26	x	x	x	x	12	706	0.21	817
COc1ccc(/C=C2\SC(=S)N(NC(=O)c3csc4c3CCCC4)C2=O)cc1	i	1	10%	9%	-1.7	1337	i	40	1	2.8	1.8	7.6	x	x	0.41	1315
Cc1ccc(C(=O)SC2=NCCS2)cc1	i	-11	4%	6%	-0.6	1010	i	26	1	2.3	1.5	1.2	-3	727	x	x
O=C(NCc1ccccn1)C1CCCN(S(=O)(=O)c2ccccc2)C1 (stereo not given)	i	4	2%	0%	-1.0	1075	i	66	1.2	3.6	2.1	5.3	0	618	-0.28	1938
CCOC(=O)CCCNC(=O)CN1C(=O)NC2(CCCCCC2)C1=O	i	6	-1%	3%	-4.9	960	i	12	1.1	4.3	1.9	13	x	x	0.22	1256
CC(=O)c1cccc(NC(=O)N2C3CCC2CC(NC(=O)C2CC2)C3)c1 (stereo not given)	i	8	-2%	-5%	4.0	984	i	44	1	1.8	1.4	1.6	3	692	0.69	1466
COC(=O)c1ccccc1C(=O)N1CCOCCOCCOCC1	i	5	-3%	7%	-0.3	935	i	45	1.1	3.6	2.1	1.4	28	680	0.43	1358
Cc1c(C#N)c(N)nc2c3c(sc12)NC(=O)CC3c1ccc(F)cc1 (stereo not given)	i	-11	4%	-1%	1.5	1002	i	44	1	4.3	3.2	5.4	-10	582	-0.49	1616
COc1ccc2c(c1)c(CC(=O)Nc1ccccc1OC)c(C)n2C(=O)c1ccc(Cl)cc1	i	9	20%	13%	3.6	1018	i	53	1	4.3	0.5	7.3	67*	644*	-2.1	740
Cc1ccccc1C(=O)NC(=S)Nc1ccc2[nH]c(=O)[nH]c2c1	i	1	9%	16%	0.9	1105	i	58	1.1	8.1	1.3	3.2	37	711	-0.47	1276
C1CCc2nnc(-c3nnc4n3CCCCC4)n2CC1	i	0	16%	19%	-0.9	1041	i	52	1	2.7	2.2	8.0	14	652	0.11	1677
CCOC(=O)C1=C(N)n2c(s/c(=C\c3cccs3)c2=O)=C(C(=O)OCC)C1c1cccs1 (stereo not given)	i	22	-3%	5%	99*	517*	i	41	1	45*	39*	68*	x	x	-0.87	1116
CC(=O)C1=C(O)C(=O)N(c2ccc(Br)cn2)C1c1ccc(Br)cc1 (stereo not given)	x	x	x	x	0.6	1277	i	53	x	x	x	x	34	794	-0.3	1126
CCOc1nc(C)ccc1-c1noc(-c2ccco2)n1	i	25	6%	5%	-1.0	1041	i	11	1.1	3.4	2.6	8.8	22	693	-0.06	1229
COc1ccc(N=Cc2c(O)[nH]c3ccccc23)cc1	i	2	0%	2%	-6.5	1403	i	2	0.9	3.1	1.6	4.8	x	x	-0.2	1528

Reprinted at random: three compounds from above.
SMILES	Autophagy HCS	Autophagy HCS cell loss 18 h	PMI inhibitors	human PMI inhibitors	b-catenin transl	b-catenin transl cell count 5 µM	T cell modulator	T cell modulator vesicle-bound %	TNAP activation fold	MT stabilize HCS	MT stabilize HCS Hoechst-high %	MT stabilize HCS cytotoxicity %	Lipid droplet	Lipid droplet cells 6.5 µM	Insulin prom up	Insulin prom up cell count
CC(C)(C)NC(=O)NCC1CCCC1NC(=O)NC(C)(C)C (stereo not given)	x	x	x	x	-0.5	1297	i	57	x	x	x	x	-3	403	0.63	873
NS(=O)(=O)c1ccc(NC(=S)NCc2ccc(Cl)cc2)cc1	i	-4	58%*	21%	x	x	i	52	1	3.3	1.8	11	x	x	x	x
CC1=Nc2cc(C(=O)O)ccc2Sc2ccc(Br)cc21	i	22	-10%	-9%	7.1	578	i	44	0.9	2.1	2.4	7.6	0	744	0.07	1231
